# GAA glycogen = inhibitors or activators of human alpha-glucosidase glycogen cleavage. Potency, µM (titrated, usually from 76.4 µM), for inactives: at the highest dose activity change, negative = inhibition, actives largely listed as inhibitors. P10253. hit rate 0.38% among 300,000. recombinant GAA, glycogen substrate, Amplex Red glucose oxidase fluorescence; active = well fitted inhibition curve with a large enough effect; inconclusive = small, poorly fitted or top-dose-only effect, or another doubt; inactive = no such curve, though single readings can be large or run the other way;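 note: 0% = full enzyme reaction and -100% = no-enzyme basal signal; the screen sought inhibitors and activators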
#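 Recombinant human alpha-glucosidase (4 nM final) hydrolysed bovine liver glycogen (30 ug) for 40 min at 37 C in pH 5.0 citrate/phosphate with 0.01% Tween-20. Released glucose detected by glucose oxidase/Amplex Red, Ex 573/Em 610 nm. Compounds up to 77 uM; AC50 from Hill fits.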
# * marks the source's active call; other numbers are inactive results; ? = inconclusive; [ ] = dose if it differs, or a comment. Potency is the fitted concentration of half-maximal effect. An excerpt; the hit share may differ from the screen's.
GAA glycogen	Structure
-1%	CCn1c(SCC(=O)NC2CCCC2)nnc1-c1ccco1
3%[76.3 µM]	Cc1ccc(NC(=O)CNC(=O)c2ccco2)nc1
-3%	Cc1ccc(-c2ocnc2C(=O)N2CCOCC2)cc1
-2%[76.3 µM]	Cc1ccc(N2CC(C(=O)Nc3nnc(SCC(=O)NCC4CCCO4)s3)CC2=O)cc1 (centres undefined)
-2%[76.3 µM]	Cc1cc([N+](=O)[O-])ccc1NC(=O)CSc1nncn1-c1ccccn1
-12%[76.3 µM]	COc1ccccc1C(=O)NC(=O)COC(=O)CCOc1cc(C)ccc1C
-4%	Cc1onc(-c2ccccc2)c1C(O)c1ccc(F)cc1 (centres undefined)
0%[76.3 µM]	CCc1nc(SCC(=O)N2CCCCCC2)c2c(=O)n(C)c(=O)n(C)c2n1
5%	C[C@]12C=CC(=O)C=C1CC[C@@H]1C2C(O)C[C@@]2(C)C1CC[C@]2(O)C(=O)COC(=O)CCC(=O)NC(CC(=O)O)C(=O)O (some centres undefined)
3%	Cc1ccc(C(C(=O)NCC2CCCO2)N(C(=O)c2snc(C(N)=O)c2N)c2ccc3c(c2)OCCO3)cc1 (centres undefined)
0%[76.3 µM]	COCCC(=O)N1CCC(Oc2ccc(C(=O)NCc3ncc(C)[nH]3)cc2)CC1
?	Cc1ccc(NC(=O)CCNS(=O)(=O)c2ccc3[nH]c(=O)oc3c2)cc1N(C)C
1%[76.3 µM]	O=C(CCNS(=O)(=O)c1ccc(Br)cc1)NCCc1ccc(Cl)cc1
-2%	CSc1ccc(/C=N/n2c(C)nc3ccccc3c2=O)cc1
0%[76.3 µM]	CC12CC3CC(C)(C1)CC(C(=O)N1CCN(C(=O)c4ccco4)CC1)(C3)C2
3%	CCC(NS(=O)(=O)c1ccc(C)cc1)C(=O)N1CCOCCOCCOCCOCC1 (centres undefined)
7%	COc1cc(OC)cc(C(=O)N/N=C(\C)CC(=O)Nc2ccccn2)c1
-5%	O=C(Nc1ccc2c(c1)OCCO2)c1cccc(C(=O)Nc2ccc3c(c2)OCCO3)c1
2%	CC(C)(C)C(=O)N1CCN(c2ccc(NC(=O)c3ccco3)cc2)CC1
-2%	CCCC(O)(c1ccc(OC)cc1)C(CN1CCOCC1)c1ccc(Cl)cc1 (centres undefined)
-7%[76.3 µM]	CCOc1ccccc1N1CCN(C(=O)NC2CCCCC2)CC1
2%[76.3 µM]	COCCCn1c(=O)c2sccc2n2c(CCCC(=O)NCc3ccccc3OC)nnc12
5%	COc1ccc(CNC(=O)c2cc(=O)c3cc(C)cc(C)c3o2)cc1
-8%[76.3 µM]	Cc1ccc(NC2CCCN(C(=O)C3CCCC3)C2)cc1C (centres undefined)
1%[76.3 µM]	COc1ccsc1C(=O)NCCN1CCOCC1
-3%[76.3 µM]	C/C(=N\NC(=O)c1c(Cl)c(C)nn1C)c1cccc(NC(=O)c2cccc(F)c2)c1
18%[76.3 µM]	CCN1C(=NCCc2cccs2)N[C@@H](CCc2ccccc2)[C@H](C(=O)NCCc2cccs2)[C@H]1C
4%	CC1CCCC(C)N1CC(O)COCc1ccccc1F (centres undefined)
1%[76.3 µM]	COc1cccc(NC(=O)CCc2nnc3ccc(N4CCN(c5cccc(OC)c5)CC4)nn23)c1
-3%[76.3 µM]	Cc1cc(C)c(NC(=O)CSc2nnc(CNC(=O)c3c(F)cccc3Cl)o2)c(C)c1
7%	CN(C(=O)CN1C(=O)C2C3CC(C(Br)C3Br)C2C1=O)C1CCCCC1 (centres undefined)
-1%[76.3 µM]	CC(Sc1ncnc2sc(-c3ccccc3)cc12)C(N)=O (centres undefined)
0%	N#Cc1cn(-c2cccc(C(F)(F)F)c2)c(=O)[nH]c1=O
-2%	COc1cccc(N(CC(=O)NC2CCCC2)C(=O)CCC(=O)Nc2nccs2)c1
0%[76.3 µM]	O=C(NCCNC(=O)c1ccc(Br)o1)c1cccnc1
7%[76.3 µM]	CC1CCN(S(=O)(=O)c2ccc3c(c2)N(CC(=O)NCCCN2CCCC(C)C2)C(=O)CO3)CC1 (centres undefined)
0%[76.3 µM]	Cc1cccc(OCC(=O)Nc2ccc(C(=O)Nc3ccccc3C(=O)O)cc2)c1C
3%[76.3 µM]	COc1ccc(CCC(=O)NNC(=O)c2cc(Cl)ccc2OC)cc1
-2%[76.3 µM]	COc1ccc(C)cc1NC(=O)CSc1nnc(-c2cc(C)[nH]n2)n1N
-12%	Cc1ccc(OCCn2cnc3c2c(=O)n(C)c(=O)n3C)cc1
-2%	COC(=O)[C@H](Cc1ccccc1)NC(=O)NC(C)CCc1ccccc1 (some centres undefined)
0%	Brc1ccc(CN2CCN(Cc3c[nH]c4ccccc34)CC2)cc1
-5%[76.3 µM]	O=C(c1ccccn1)N1CCCC(N2CCN(Cc3ccc4c(c3)OCO4)CC2)C1 (centres undefined)
2%	COc1ncnc(OC)c1S(=O)(=O)NCc1ccccc1
-5%	O=C(NCCc1c[nH]c2ccccc12)C1CCN(S(=O)(=O)c2ccccc2)CC1
2%	COc1ccc(C(=O)NC(=S)NCc2cccnc2)cc1Cl
2%	O=C(O)CC(c1ccc(OC2CCCC2)cc1)N1C(=O)c2ccccc2C1=O (centres undefined)
-16%	COC(=O)CN1C(=O)C(C)(C)Oc2ccc(C(=O)NC3CCCC3)cc21
1%	CCN(c1ccccc1)S(=O)(=O)c1csc(C(N)=O)c1
16%	Cn1c(N)c(-c2ccccc2)c2ccc([N+](=O)[O-])cc2c1=O

# Part of the list above, as labelled records.
CCN(c1ccccc1)S(=O)(=O)c1csc(C(N)=O)c1
  GAA glycogen: 1%
CCN1C(=NCCc2cccs2)N[C@@H](CCc2ccccc2)[C@H](C(=O)NCCc2cccs2)[C@H]1C
  GAA glycogen: 18%[76.3 µM]
COC(=O)[C@H](Cc1ccccc1)NC(=O)NC(C)CCc1ccccc1 (some centres undefined)
  GAA glycogen: -2%
CC1CCN(S(=O)(=O)c2ccc3c(c2)N(CC(=O)NCCCN2CCCC(C)C2)C(=O)CO3)CC1 (centres undefined)
  GAA glycogen: 7%[76.3 µM]

# The listing continues:
GAA glycogen	Structure
1%	CCC1(CC)NC(=O)N(CC(=O)NC(=O)NCc2ccccc2)C1=O
-11%	CCOC(=O)c1sc(N(Cc2ccccc2)C(=O)CCl)nc1C
10%	O=C(COc1cccnc1[N+](=O)[O-])NCc1ccccc1
2%[76.3 µM]	O=C(Nc1ccccc1[N+](=O)[O-])c1cc(S(=O)(=O)N2CCOCC2)cs1
3%	O=S(=O)(c1ccc2ccccc2c1)N1CCOCC1
-1%[76.3 µM]	CCc1cc(CNC(=O)CC2C(=O)NCCN2Cc2ccc(-c3ccccc3)cc2)on1 (centres undefined)
5%[76.3 µM]	CC(Oc1ccc2c(-c3ccccc3)cc(=O)oc2c1)C(=O)NCCCn1ccnc1 (centres undefined)
-4%[76.3 µM]	N#Cc1cccc(NC(=O)CN2CCN(Cc3ccccc3)CC2)c1
3%	CCOc1ccccc1/C=C\c1nc(O)c([N+](=O)[O-])c(=O)[nH]1
6%	Cc1nnc(C)n1/N=C/c1c(O)ccc2ccccc12
-3%	Cc1cc(C)c(C(=O)Nn2c(C)nc3ccccc3c2=O)cc1C
-7%[76.3 µM]	CCOc1cccc2cc(C(=O)N3CCOCC3)c(=O)oc12
2%	O=C(O)c1ccccc1OC(C(=O)Nc1cc(Cl)cc(Cl)c1)c1ccccc1 (centres undefined)
-5%[76.3 µM]	Nc1nc(SCC(=O)Nc2ccc(F)cc2)[nH]c(=O)c1NC(=O)c1ccc(F)c(F)c1
-18%	COc1ccc(/C=C2\CCC(C3CCCC3)C2=O)cc1OC (centres undefined)
14%	COc1ccc(N(CC(=O)NC2CCCCC2)C(=O)CCC(=O)Nc2nc(C)cs2)cc1
-1%	O=[N+]([O-])c1cc(S(=O)(=O)O)cc([N+](=O)[O-])c1NN(c1ccccc1)c1ccccc1
-8%	CCN1CCN(C(=O)/C(=C/c2ccco2)NC(=O)c2ccccc2)CC1
-3%[76.3 µM]	CCOc1ccc2oc(C(=O)NCc3nc4ccccc4[nH]3)c(C)c2c1
-1%[76.3 µM]	O=C(NC1CCCCC1)N1CCN(c2ccc([N+](=O)[O-])cc2)CC1
-3%	COc1ccccc1CNC(=O)C1CCC(=O)N1C(C)C (centres undefined)
-6%[76.3 µM]	O=C(CCN1C(=O)S/C(=C\c2ccccc2)C1=O)NCCCn1ccnc1
-3%	COc1ccc(S(=O)(=O)N(C)CC(=O)NCCCN2CCOCC2)cc1Cl
-3%[76.3 µM]	CC1CCN(S(=O)(=O)c2nnc(NC(=O)c3cccc([N+](=O)[O-])c3)s2)CC1
-8%[76.3 µM]	O=C(CCS(=O)(=O)c1ccccc1)Nc1nc2cc3c(cc2s1)OCCO3

# An excerpt from further up, for reference:
GAA glycogen	Structure
16%	Cn1c(N)c(-c2ccccc2)c2ccc([N+](=O)[O-])cc2c1=O
1%	CCC1(CC)NC(=O)N(CC(=O)NC(=O)NCc2ccccc2)C1=O
-11%	CCOC(=O)c1sc(N(Cc2ccccc2)C(=O)CCl)nc1C
10%	O=C(COc1cccnc1[N+](=O)[O-])NCc1ccccc1
2%[76.3 µM]	O=C(Nc1ccccc1[N+](=O)[O-])c1cc(S(=O)(=O)N2CCOCC2)cs1

# The listing continues:
GAA glycogen	Structure
0%	Cc1ccc(C)c(-c2ccc(=O)n(Cc3cccc(Br)c3)n2)c1
7%[76.3 µM]	COc1ccc(C(=O)Nc2ccc(S(=O)(=O)N3CCCC3)cc2)cc1[N+](=O)[O-]
-1%[76.3 µM]	O=C(NCCS(=O)(=O)c1ccc(Br)cc1)c1ccc(F)cc1
0%	Cc1nc(N2CCN(c3ccccn3)CC2)c2c(C)c(C(=O)N3CCN(c4ccc(F)cc4)CC3)sc2n1
-8%[76.3 µM]	CCOC(=O)CN(C)Cc1cn(C)nc1-c1ccc(Oc2ccccc2)cc1
3%[76.3 µM]	O=C(NCc1ccc(F)cc1)C(c1ccccc1)N(C(=O)c1csnn1)c1ccccc1 (centres undefined)
3%	CC(=O)c1ccc(N2CCN(C(=O)CCNC(=O)Cn3ccc4ccccc4c3=O)CC2)cc1
-9%[76.3 µM]	CN(c1ccc(C(=O)NCc2ccccn2)cc1)S(=O)(=O)c1ccc(Cl)cc1
0%	O=C(Nc1nc2ccccc2[nH]1)c1ccccc1OC(F)F
-6%[76.3 µM]	CC1CCN(Cc2nnnn2CCCC(=O)NC(c2ccccn2)C(F)(F)F)CC1 (centres undefined)
-12%	O=[N+]([O-])c1cccc(S(=O)(=O)N2CCN(S(=O)(=O)N3CCCCCC3)CC2)c1
-4%	O=C(Nc1ccc(OCC(=O)N2CCOCC2)cc1)c1ccccc1F
2%	CCOC(=O)c1ccc(Oc2coc3cc(O)ccc3c2=O)cc1
1%[76.3 µM]	O=C(c1ccc(Cn2cc([N+](=O)[O-])cn2)o1)N1CCCCCC1
4%[76.3 µM]	CCc1ccc(NC(=O)CCc2nnc3ccc(N4CCCC4)nn23)cc1
0%[76.3 µM]	CC(NC(=O)Nc1cccc(F)c1)c1ccc2c(c1)OCO2 (centres undefined)
1%[76.3 µM]	O=C(NCc1ccccn1)c1ccc2nc(C3CCCCC3)oc2c1
0%[76.3 µM]	Cc1coc(C)c1C(=O)Nc1ccc2ccccc2c1
2%	COc1cc(NS(=O)(=O)c2ccc(NC(=O)COc3cccc(C)c3)cc2)nc(OC)n1
-6%	COc1ccc(NC(=O)CSc2n[nH]c(CNc3cccc(C)c3)n2)cc1
-2%[76.3 µM]	CCN(CC)CCNc1nc(C(F)(F)F)nc2c1nnn2Cc1ccccc1
5%	C#CCSc1nc2sc3c(c2c(=O)n1C)CCC3
0%	CCN(CC)CCN1C(=O)C2C(C(=O)Nc3cc(C)cc(C)c3)C3C=CC2(O3)C1C(=O)NC1CCCCC1 (centres undefined)
0%[76.3 µM]	CC(=O)c1cccc(NC(=O)Cn2cnc(S(=O)(=O)N3CCCC3)c2)c1
-11%[76.3 µM]	O=C(CCN1C(=O)/C(=C\C=C\c2ccccc2)SC1=S)Nc1ccc(C(=O)O)cc1
-7%[76.3 µM]	CCOC(=O)C1(Cc2cccc(OC)c2)CCCN(C(=O)CCN2CCCO2)C1 (centres undefined)
-10%[76.3 µM]	CCn1nc(C)c(CN2CCC(n3nccc3NC(=O)Cc3ccccc3)CC2)c1C
-1%	COc1ccc2c(c1)C(=O)CC(c1ccc3c(c1)OCCO3)O2 (centres undefined)
-3%[76.3 µM]	Cc1ccc(-c2nc(SC(C)C(=O)N3CCOCC3)n[nH]2)cc1 (centres undefined)
-1%	CCC(NC(=O)CNC(=O)CNC(=O)c1ccc(Cl)cc1Cl)c1ccc(C)cc1 (centres undefined)
-12%[76.3 µM]	Cc1cc(OCC(=O)Nc2cccnc2)c2c(C)cc(=O)oc2c1
0%[76.3 µM]	CN1CN=C(NS(=O)(=O)c2ccc([N+](=O)[O-])cc2)NC1
-3%[76.3 µM]	O=C(CSCc1cc(=O)n2nc(C3CC3)sc2n1)Nc1ccccc1Cl
-1%	O=C(CN1CCN(CC(=O)Nc2ccc(Cl)cc2)CC1)Nc1ccc(F)cc1
-4%	Cc1csc(NC(=O)c2ccc3ccccc3n2)n1
-11%	COC(CNC(=O)CN1CCN(Cc2ccccc2F)C1=O)OC

# Bioassay records as filed in PubChem BioAssay.
